Screens (PubChem BioAssay)
Tb PYK inh: qHTS of Trypanosoma Brucei Inhibitors | TbPYK enzyme, Kinase-Glo Plus ATP luminescence, 45 min | Potency, µM (titrated, usually from 76.8 µM), for the others: top-dose activity, negative = inhibition, most hits filed as inhibitors | hit rate 0.12% among 410,000 | AID 624173, 2012; also: potency is read from the fitted curve at half-maximal effect; nearly all actives have a fitted effect of over 50% in size
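Assay buffer: 50 mM TEA pH 7.2, 100 mM KCl, 10 mM MgCl2, 0.05% BSA, 0.01% Tween-20. Pyruvate kinase from T. brucei plus substrate met compound, then ADP (130 uM final). Luminescence was read post 45 min RT.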
Sm TGR block: qHTS Assay for the Inhibitors of Schistosoma Mansoni Peroxiredoxins; Schistosoma mansoni thioredoxin glutathione reductase (TGR), Q962Y6; purified TGR, DTNB reduction, TNB absorbance 405 nm; Potency, µM (top dose mostly 114 µM), for the others: top-dose activity change, negative = inhibition, usual class: inhibitors; hit rate 3% among 360,000; also: potency is read from the fitted curve at half-maximal effect; nearly all actives have a fitted effect of over 60% in size
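TGR 20 nM + NADPH 100 uM (dispensed conc.), cpd preinc 15 min RT; start with NADPH (500 uM addition) then DTNB (15 mM addition). Kinetic TNB absorbance, 405 nm filter. Four-parameter Hill fit across titration.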
AMA1-RON2 inh: qHTS for Inhibitors of AMA1-RON; Towards Development of Antimalarial Drug Lead: Primary Screen | Plasmodium falciparum AMA1 (3D7) - RON2 peptide interaction | AlphaScreen AMA1-biotinylated RON2 peptide binding | Potency, µM (highest dose often 58.2 µM), without a hit: at the highest dose activity change, negative = inhibition, actives largely listed as inhibitors | hit rate 0.2% among 360,000 | AID 720542, 2013;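 also: potency is read from the fitted curve at half-maximal effect; 0% = vehicle wells and -100% = peptide control; nearly all actives have a fitted effect of over 45% in size; some results filed as inactive show a strong effect at the top dose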
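AMA1 (3D7) with his tag at 25 nM final met compounds first, then biotinylated RON2 peptide at 25 nM; detection used donor plus acceptor beads, 10 µg/mL apiece, read by AlphaScreen after 30 min at room temperature.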
AmpC inh no detg: qHTS Inhibitors of AmpC Beta-Lactamase (assay without detergent) | P00811 | AmpC nitrocefin hydrolysis, absorbance 480 nm, 0.0001% Triton | Potency, µM (series often up to 57.1 µM), for inactives: top-dose activity change, negative = inhibition, most hits filed as inhibitors | hit rate 0.52% among 330,000 | AID 485341, 2010;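 also: potency is read from the fitted curve at half-maximal effect; plate controls were no compound for no effect and no enzyme for full effect; nearly all actives have a fitted effect of over 20% in size; some results filed as inactive show a strong effect at the top dose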
Target sequence (P00811 whole entry, looked up): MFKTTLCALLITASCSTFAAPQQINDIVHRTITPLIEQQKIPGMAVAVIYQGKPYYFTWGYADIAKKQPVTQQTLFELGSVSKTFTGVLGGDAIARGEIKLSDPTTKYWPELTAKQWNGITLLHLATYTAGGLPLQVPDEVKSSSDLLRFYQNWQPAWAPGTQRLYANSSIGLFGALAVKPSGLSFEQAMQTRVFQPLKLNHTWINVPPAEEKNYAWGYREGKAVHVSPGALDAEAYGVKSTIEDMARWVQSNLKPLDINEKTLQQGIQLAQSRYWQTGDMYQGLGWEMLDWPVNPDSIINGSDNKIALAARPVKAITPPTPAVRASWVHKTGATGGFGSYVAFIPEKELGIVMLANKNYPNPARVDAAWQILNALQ
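20 mM phosphate pH 7.0 + 0.01% (detergent screen) or 0.0001% Triton X-100; 5.3 nM AmpC reagent; cpd preinc 15 min RT; nitrocefin (800 uM stock) to start; A480 q20 s × 4 min; Activity was normalised to no-enzyme and no-compound control wells.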
LmPK inhibitor: qHTS Assay for Inhibitors of Leishmania Mexicana Pyruvate Kinase (LmPK). purified LmPK, Kinase-Glo ATP luminescence, 1 h. hit rate 0.37% among 290,000. AID 1721, 2009. Q27686. Potency, µM (series often up to 57.5 µM), for inactives: at the top dose activity change, negative = inhibition, hits mostly inhibitors; also: potency is read from the fitted curve at half-maximal effect
Target sequence (Q27686 whole entry, looked up): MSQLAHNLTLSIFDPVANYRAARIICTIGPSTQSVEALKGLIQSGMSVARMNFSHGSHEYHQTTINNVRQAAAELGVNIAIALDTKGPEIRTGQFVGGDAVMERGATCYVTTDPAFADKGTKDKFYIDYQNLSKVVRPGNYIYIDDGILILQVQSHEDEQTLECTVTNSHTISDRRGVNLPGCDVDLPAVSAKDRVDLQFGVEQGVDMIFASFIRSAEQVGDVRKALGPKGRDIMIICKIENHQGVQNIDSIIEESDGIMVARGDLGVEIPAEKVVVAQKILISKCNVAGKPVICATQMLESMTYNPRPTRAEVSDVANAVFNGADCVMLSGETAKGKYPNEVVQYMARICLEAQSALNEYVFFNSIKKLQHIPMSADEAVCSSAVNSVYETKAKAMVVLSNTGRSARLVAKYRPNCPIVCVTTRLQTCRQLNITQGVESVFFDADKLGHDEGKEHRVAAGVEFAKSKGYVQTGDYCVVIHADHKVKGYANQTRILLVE
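Kinase-Glo luminescence read after 1 h RT reaction of 0.1 nM LmPK with 0.5 mM PEP and 0.1 mM ADP. Activity scaled between uninhibited and enzyme-free controls.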
AmpC detergent: qHTS Inhibitors of AmpC Beta-Lactamase (assay with detergent); Potency, µM (doses to about 114 µM), for inactives: top-dose activity change, negative = inhibition, most hits filed as inhibitors; P00811; AmpC hydrolysis of nitrocefin, absorbance 480 nm, 0.01% Triton; hit rate 0.041% among 370,000;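 also: potency is read from the fitted curve at half-maximal effect; 0% = no-compound wells and -100% = no-enzyme wells; nearly all actives have a fitted effect of over 25% in size; some results filed as inactive show a strong effect at the top dose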
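AmpC (5.3 nM in the dispensed reagent) in 20 mM phosphate pH 7.0 with 0.01% (detergent screen) or 0.0001% Triton X-100 was preincubated with compounds for 15 min at room temperature. Nitrocefin was then added from an 800 uM solution, and hydrolysis was followed at 480 nm.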
HCMV inh: qHTS Assay for inhibitors of the human cytomegalovirus (HCMV); hit rate 4.5% among 410,000; activity change, negative = inhibition, % at 57.5 µM; HFF cells, HCMV-luciferase reporter, 72 h; stronger effect = lower value; in the data active = activity change below about -60%; inconclusive = no clear call, values can overlap the other calls; inactive = above about -39%
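HFF cells seeded 16 h at 37C, treated with compounds, infected with luciferase-reporter HCMV at MOI 1 PFU/cell; luciferase read at 72 h post infection, normalized to buffer-only and Salinomycin controls.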
An asterisk follows results filed as active; ? = inconclusive; nt = not tested or not shown; & = joins results of further samples; [ ] = remark or other dose. Unless noted, calls follow the shape of the dose curve; as a rule, active = well fitted curve in the direction sought with a large enough effect; inconclusive = small, poorly fitted or top-dose-only effect, or another doubt; inactive = no such curve, though single readings can be large; an effect the other way counts as inactive or inconclusive. Unless noted, % is scaled to controls: 0 for no effect and ±100 for the full control effect.

SMILES | Tb PYK inh | Sm TGR block | AMA1-RON2 inh | AmpC inh no detg | LmPK inhibitor | AmpC detergent | HCMV inh
COc1ccc(NC(=S)NCc2ccc3c(c2)OCO3)cc1 | -4% | -24% | 0% | -23% | 11% | 4% | -23
CCOc1ccc(NS(=O)(=O)c2ccc(NC(=S)NC(=O)CC(C)C)cc2)cc1 | -8% | -26% | -4% | -25% | 2% | -12% | -1
CCc1cc(=O)oc2cc(C)cc(OCC(=O)N3CCC(C(=O)NC(C)C)(c4ccccc4)CC3)c12 | -4% | -5% | -3% | 138%[activator] | 1% | 1% | 7
COC(=O)c1cccc(Nc2c(-c3ccc(O)cc3)nc3nc[nH]n23)c1 | 1% | ? | nt | nt | nt | 8% | 75
O=C(Cn1cc(SCc2ccccc2Cl)c2ccccc21)N1CCCCCC1 | -10% | 0% | nt | nt | nt | 2% | 43
Cc1c(-n2c(SCC(C)C)nc3ccccc3c2=O)c(=O)n(-c2ccccc2)n1C | 1% | nt | -11% | 53% | 1% | 5% | -64*
C=C(C)[C@@H]1CC=C(C(=O)O)CC1 | -1% | 0% | 11% | -8% | 2% | 6% | 49
COC(=O)c1cc2occc2n1CC(=O)Nc1ccc(OC)c(OC)c1OC | -4% | ? | 2% | 28% | 6% | -2% | -15
COc1ccc(S(=O)(=O)N2CCOc3ccccc32)cc1 | 6% | -2% | 8% | -26% | -2% | -8% | ?
CC(C)CN(C(=O)COC(=O)C12CC3CC(CC(Cl)(C3)C1)C2)c1c(N)n(Cc2ccccc2)c(=O)[nH]c1=O | -6% | -2% | 12% | -17% | nt | ? | 1
CN1C(=O)NC(=O)/C(=C\C=C\c2ccccc2[N+](=O)[O-])C1=O | ? | ? | -5% | -52% | 0% | -7% | -99*
COc1ccc(C(=O)N/N=C/c2sc3ccccc3c2O)cc1 | 2% | -23% | 16% | -25% | -4% | -1% | nt
OC[C@@H]1CCCN1Cc1nc(-c2cccs2)no1 | -8% | -30% | 1% | 0% | 7% | -5% | 40
O=C(CSc1ccc2nnc(-c3ccncc3)n2n1)Nc1ccccc1F | -7% | -22% | -5% | -12% | 11% | -14% | 89
O=C(Nc1ncn[nH]1)c1ccccc1O | -1% | 0% | 91%[activator] | -14% | -2% | 5% | 17
O=C(CSCC(=O)c1ccccc1)Nc1ccccc1Cl | -2% | 13% | 8% | -20% | -1% | -6% | -7
COc1ccccc1-n1cnc2cc(NCc3cccs3)ccc21 | -11% | 3% | ? | -21% | 2% | -3% | ?
Cc1ccc(C)c(NC(=O)CCNS(=O)(=O)c2ccc3c(c2)CCCC(=O)N3)c1 | 3% | 11% | nt | nt | nt | 26% | -14
CCOC(=O)C1C(=O)CC(C)(O)C(C(=O)OCC)C1c1ccc(N(CC)CC)cc1 (stereo unspecified) | -3% | 0% | -4% | 48% | 6% | 0% | 9
COc1nnc(-c2ccc(N3CCCCC3)c(NC(C)=O)c2)c2ccccc12 | 5% | 1% | 2% | 58% | -1% | 4% | -37
Nc1nonc1-n1nnc(C(=O)N/N=C/c2ccncc2)c1-c1ccccc1 | -12% | 0% | -5% | -6% | -2% | ? | -14
Cc1cc(NC(=O)C2C3C(=O)N(CC4CCCO4)C(C(=O)NC(C)(C)C)C34C=CC2(C)O4)no1 (stereo unspecified) | 0% | 2% | -2% | -8% | 2% | -2% | -9
CC12CCC(=O)N1C(C(=O)Nc1cccc3ccccc13)CS2 (stereo unspecified) | 0% | 6% | 0% | -35% | 0% | ? | 80
C/C(=N\NC(=O)c1cc2c(s1)CCC(C)C2)c1ccncc1 (stereo unspecified) | -6% | -3% | 5% | -20% | 2% | -6% | ?
CCN1CCN(c2cc(N3CCN(C(=O)c4ccco4)CC3)c3c4c(onc24)-c2ccccc2C3=O)CC1 | -13% | 7.1µM* | 22µM* | 147%[activator] | -6% | -13% | nt
COc1cc(NC(=O)c2cccc3c2C(=O)N(C2CCCCC2)C3)cc(OC)c1 | 3% | 2% | nt | nt | nt | -3% | 6
COc1ccc(N2CCN(S(=O)(=O)c3ccc4c(c3)CCCC4)CC2)c([N+](=O)[O-])c1 | 0% | -24% | -26% | -22% | 5% | 5% | -86*
CCOc1ccc(NS(=O)(=O)c2ccc3[nH]cc(C(=O)NCc4ccco4)c(=O)c3c2)cc1 | 3% | -6% | nt | nt | nt | 1% | 8
CCN(CC)S(=O)(=O)c1cc(NC(=O)CN2CCN(c3ccccn3)CC2)ccc1C | 5% | 18% | -16% | 170%[activator] | 0% | 10% | -27
CCc1ccc(N2CC(C(=O)OCC(=O)N(CC)c3c(N)n(Cc4ccccc4)c(=O)[nH]c3=O)CC2=O)cc1 (stereo unspecified) | 2% | nt | -1% | nt | nt | nt | 7
O=C(NC1CCCCC1)C(c1ccccc1)N1CCCC1 (stereo unspecified) | -3% | 1% | -5% | -19% | 0% | -13% | 17
O=C(O)CC(CC(=O)N1CCN(C(=O)c2ccco2)CC1)c1ccccc1 (stereo unspecified) | -2% | -1% | -8% | -22% | 6% | 2% | 8
N#CC1=C(N)Oc2cc(O)ccc2C1c1ccccc1 (stereo unspecified) | -1% | -2% | -7% | -24% | -9% | 5% | -5
COc1ccc(CN2C(=O)C(C)Nc3ncnc(N4CCN(c5ccccc5)CC4)c32)cc1 (stereo unspecified) | 3%&1% | nt | -9%&-13% | 170%[activator] | nt | nt | -13&-19
O=C(NCC1CCCCC1)C1(CC2CC(c3ccc(Cl)cc3)=NO2)CCNCC1 (stereo unspecified) | 7% | ? | 0% | 162%[activator] | -5% | -14% | 6
Cc1ccc(N2C(=O)CSC2=S)cc1C | 0% | -10% | 27% | -41% | -3% | 5% | 10
Cc1ccc(C)c(NC(=O)CN2CCSc3ccc(S(=O)(=O)N4CCCC4)cc32)c1 | -13% | -4% | nt | nt | nt | 17% | 0
CCN(Cc1cccc(F)c1)C(=O)c1ccc2ccccc2n1 | -4% | 0% | 3% | 1% | 3% | -4% | 6
CCN(CC)CCOC(=O)c1ccc(N/C=C(/C#N)c2nc(-c3ccc4c(c3)OCO4)cs2)cc1 | 0% | -7% | ? | 90%[activator] | 3% | -1% | 0
C[C@H](CO)N1C[C@H](C)[C@@H](CN(C)S(=O)(=O)c2cn(C)cn2)Oc2c(NC(=O)Nc3ccc(C(F)(F)F)cc3)cccc2C1=O | 5% | nt | 14% | 208%[activator] | nt | nt | -26
Cc1ccc(NC(=S)NCCc2ccc(F)cc2)c(C)c1 | 5% | 5% | 6% | -17% | 1% | ? | ?
COc1ccc(N2CCN(C(=O)COc3ccccc3)CC2)cc1 | -1% | 0% | -5% | 13% | -2% | 3% | 10
O=C(NCCCn1ccnc1)c1nc(Cn2cc([N+](=O)[O-])cn2)no1 | -5% | -4% | -9% | -3% | -4% | -4% | -12
N#Cc1nc(COc2ccc(-c3ccccc3)cc2)oc1NCc1cccnc1 | 1% | 10% | 0% | nt | 1% | 7% | -63*
Oc1ccc(C[C@H]2CNC(=S)N2CC2CCCN2C[C@H](Cc2ccc(O)cc2)N2C[C@H](Cc3ccccc3)N(CCc3ccccc3)C2=S)cc1 (stereo partly specified) | 0% | nt | 8% | nt | nt | nt | -24
COc1ccc(-c2csc(NC(=O)C(CC(=O)O)N3CCOCC3)n2)cc1 (stereo unspecified) | -3% | -3% | -8% | -26% | 0% | 1% | 2
COc1ccc(/C=N/NC(=O)c2ccco2)cc1Cn1nc(C)c([N+](=O)[O-])c1C | -20% | 3% | 6% | -46% | 7% | 6% | -29
COC(=O)CNC(=O)CSc1nc2sc(-c3ccccc3)cc2c(=O)n1-c1ccccc1 | 2% | nt | 1% | nt | nt | nt | -20

A different layout for part of the listing above.
| Structure | Tb PYK inh | Sm TGR block | AMA1-RON2 inh | AmpC inh no detg | LmPK inhibitor | AmpC detergent | HCMV inh |
| --- | --- | --- | --- | --- | --- | --- | --- |
| C[C@H](CO)N1C[C@H](C)[C@@H](CN(C)S(=O)(=O)c2cn(C)cn2)Oc2c(NC(=O)Nc3ccc(C(F)(F)F)cc3)cccc2C1=O | 5% | nt | 14% | 208%[activator] | nt | nt | -26 |
| COC(=O)CNC(=O)CSc1nc2sc(-c3ccccc3)cc2c(=O)n1-c1ccccc1 | 2% | nt | 1% | nt | nt | nt | -20 |
| O=C(CSCC(=O)c1ccccc1)Nc1ccccc1Cl | -2% | 13% | 8% | -20% | -1% | -6% | -7 |
| Cc1ccc(N2C(=O)CSC2=S)cc1C | 0% | -10% | 27% | -41% | -3% | 5% | 10 |

More compounds:
SMILES | Tb PYK inh | Sm TGR block | AMA1-RON2 inh | AmpC inh no detg | LmPK inhibitor | AmpC detergent | HCMV inh
CC1=Nc2cc(C(=O)NCCN3CCOCC3)ccc2Sc2c(C)ccc(C)c21 | 2% | 2% | -4% | 187%[activator] | 7% | -13% | -14
Cc1c(Cl)cccc1NC(=O)c1ccc(OCC(=O)NCc2ccccc2)cc1 | -4% | -2% | -4% | -30% | -1% | ? | 2
CCc1cccc2c(C(=O)CN3C(=O)N(C)C4(CCCCC4)C3=O)c[nH]c12 | 4% | -7% | -5% | 4% | nt | 7% | -21
CC(=O)c1ccc(OCc2ccccc2)c(C)c1O | -1% | -7% | 83%[activator] | -12% | 1% | -8% | 28
O=C(NCc1ccccc1)c1ccccc1-c1nc2ccccc2[nH]1 | 3% | 5% | 12% | -10% | -2% | -1% | 16
CC(=O)Nc1ccc(Nc2ccc(N3C(=O)CCCC3=O)cc2[N+](=O)[O-])cc1 | -5% | -2% | 25% | -30% | -4% | 2% | -38
Cc1c(Cl)cccc1NC(=O)C(=O)NCCc1csc(-c2ccc(C(F)(F)F)cc2)n1 | 1% | 5% | nt | nt | nt | 1% | 33
CC(=O)Nc1ccc(Nc2c([N+](=O)[O-])cc(S(C)(=O)=O)cc2[N+](=O)[O-])cc1 | 0% | ? | 7% | -30% | -4% | -12% | 14
O=C(NCCCc1ccncc1)C1CCC(=O)N(Cc2cccc(F)c2)C1 (stereo unspecified) | 1% | -1% | 6% | 3% | -7% | 4% | -18
COc1ccc(N2CCN(C(=O)COc3cccc4ccccc34)CC2)cc1 | -10% | 2% | ? | 81%[activator] | -7% | -5% | nt
